# Pf apPOL inh – Pf-apPOL DNA polymerase inhibition | Recombinant Pf-apPOL, molecular beacon fluorescence, 1.5 h | inhibition, % at 10 µM | 210,000 compounds, 0.25% hits
# mHTT-CaM PPI inh – disrupts binding of mutant huntingtin to calmodulin; AlphaScreen His-mHTT/GST-CaM binding, luminescence; inhibition, % at 15 µM; 190,000 compounds, 3.6% hits;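 also: 0% = both proteins with DMSO and 100% = one protein alone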
# Target sequence (P42858 whole entry, looked up, stated change not applied): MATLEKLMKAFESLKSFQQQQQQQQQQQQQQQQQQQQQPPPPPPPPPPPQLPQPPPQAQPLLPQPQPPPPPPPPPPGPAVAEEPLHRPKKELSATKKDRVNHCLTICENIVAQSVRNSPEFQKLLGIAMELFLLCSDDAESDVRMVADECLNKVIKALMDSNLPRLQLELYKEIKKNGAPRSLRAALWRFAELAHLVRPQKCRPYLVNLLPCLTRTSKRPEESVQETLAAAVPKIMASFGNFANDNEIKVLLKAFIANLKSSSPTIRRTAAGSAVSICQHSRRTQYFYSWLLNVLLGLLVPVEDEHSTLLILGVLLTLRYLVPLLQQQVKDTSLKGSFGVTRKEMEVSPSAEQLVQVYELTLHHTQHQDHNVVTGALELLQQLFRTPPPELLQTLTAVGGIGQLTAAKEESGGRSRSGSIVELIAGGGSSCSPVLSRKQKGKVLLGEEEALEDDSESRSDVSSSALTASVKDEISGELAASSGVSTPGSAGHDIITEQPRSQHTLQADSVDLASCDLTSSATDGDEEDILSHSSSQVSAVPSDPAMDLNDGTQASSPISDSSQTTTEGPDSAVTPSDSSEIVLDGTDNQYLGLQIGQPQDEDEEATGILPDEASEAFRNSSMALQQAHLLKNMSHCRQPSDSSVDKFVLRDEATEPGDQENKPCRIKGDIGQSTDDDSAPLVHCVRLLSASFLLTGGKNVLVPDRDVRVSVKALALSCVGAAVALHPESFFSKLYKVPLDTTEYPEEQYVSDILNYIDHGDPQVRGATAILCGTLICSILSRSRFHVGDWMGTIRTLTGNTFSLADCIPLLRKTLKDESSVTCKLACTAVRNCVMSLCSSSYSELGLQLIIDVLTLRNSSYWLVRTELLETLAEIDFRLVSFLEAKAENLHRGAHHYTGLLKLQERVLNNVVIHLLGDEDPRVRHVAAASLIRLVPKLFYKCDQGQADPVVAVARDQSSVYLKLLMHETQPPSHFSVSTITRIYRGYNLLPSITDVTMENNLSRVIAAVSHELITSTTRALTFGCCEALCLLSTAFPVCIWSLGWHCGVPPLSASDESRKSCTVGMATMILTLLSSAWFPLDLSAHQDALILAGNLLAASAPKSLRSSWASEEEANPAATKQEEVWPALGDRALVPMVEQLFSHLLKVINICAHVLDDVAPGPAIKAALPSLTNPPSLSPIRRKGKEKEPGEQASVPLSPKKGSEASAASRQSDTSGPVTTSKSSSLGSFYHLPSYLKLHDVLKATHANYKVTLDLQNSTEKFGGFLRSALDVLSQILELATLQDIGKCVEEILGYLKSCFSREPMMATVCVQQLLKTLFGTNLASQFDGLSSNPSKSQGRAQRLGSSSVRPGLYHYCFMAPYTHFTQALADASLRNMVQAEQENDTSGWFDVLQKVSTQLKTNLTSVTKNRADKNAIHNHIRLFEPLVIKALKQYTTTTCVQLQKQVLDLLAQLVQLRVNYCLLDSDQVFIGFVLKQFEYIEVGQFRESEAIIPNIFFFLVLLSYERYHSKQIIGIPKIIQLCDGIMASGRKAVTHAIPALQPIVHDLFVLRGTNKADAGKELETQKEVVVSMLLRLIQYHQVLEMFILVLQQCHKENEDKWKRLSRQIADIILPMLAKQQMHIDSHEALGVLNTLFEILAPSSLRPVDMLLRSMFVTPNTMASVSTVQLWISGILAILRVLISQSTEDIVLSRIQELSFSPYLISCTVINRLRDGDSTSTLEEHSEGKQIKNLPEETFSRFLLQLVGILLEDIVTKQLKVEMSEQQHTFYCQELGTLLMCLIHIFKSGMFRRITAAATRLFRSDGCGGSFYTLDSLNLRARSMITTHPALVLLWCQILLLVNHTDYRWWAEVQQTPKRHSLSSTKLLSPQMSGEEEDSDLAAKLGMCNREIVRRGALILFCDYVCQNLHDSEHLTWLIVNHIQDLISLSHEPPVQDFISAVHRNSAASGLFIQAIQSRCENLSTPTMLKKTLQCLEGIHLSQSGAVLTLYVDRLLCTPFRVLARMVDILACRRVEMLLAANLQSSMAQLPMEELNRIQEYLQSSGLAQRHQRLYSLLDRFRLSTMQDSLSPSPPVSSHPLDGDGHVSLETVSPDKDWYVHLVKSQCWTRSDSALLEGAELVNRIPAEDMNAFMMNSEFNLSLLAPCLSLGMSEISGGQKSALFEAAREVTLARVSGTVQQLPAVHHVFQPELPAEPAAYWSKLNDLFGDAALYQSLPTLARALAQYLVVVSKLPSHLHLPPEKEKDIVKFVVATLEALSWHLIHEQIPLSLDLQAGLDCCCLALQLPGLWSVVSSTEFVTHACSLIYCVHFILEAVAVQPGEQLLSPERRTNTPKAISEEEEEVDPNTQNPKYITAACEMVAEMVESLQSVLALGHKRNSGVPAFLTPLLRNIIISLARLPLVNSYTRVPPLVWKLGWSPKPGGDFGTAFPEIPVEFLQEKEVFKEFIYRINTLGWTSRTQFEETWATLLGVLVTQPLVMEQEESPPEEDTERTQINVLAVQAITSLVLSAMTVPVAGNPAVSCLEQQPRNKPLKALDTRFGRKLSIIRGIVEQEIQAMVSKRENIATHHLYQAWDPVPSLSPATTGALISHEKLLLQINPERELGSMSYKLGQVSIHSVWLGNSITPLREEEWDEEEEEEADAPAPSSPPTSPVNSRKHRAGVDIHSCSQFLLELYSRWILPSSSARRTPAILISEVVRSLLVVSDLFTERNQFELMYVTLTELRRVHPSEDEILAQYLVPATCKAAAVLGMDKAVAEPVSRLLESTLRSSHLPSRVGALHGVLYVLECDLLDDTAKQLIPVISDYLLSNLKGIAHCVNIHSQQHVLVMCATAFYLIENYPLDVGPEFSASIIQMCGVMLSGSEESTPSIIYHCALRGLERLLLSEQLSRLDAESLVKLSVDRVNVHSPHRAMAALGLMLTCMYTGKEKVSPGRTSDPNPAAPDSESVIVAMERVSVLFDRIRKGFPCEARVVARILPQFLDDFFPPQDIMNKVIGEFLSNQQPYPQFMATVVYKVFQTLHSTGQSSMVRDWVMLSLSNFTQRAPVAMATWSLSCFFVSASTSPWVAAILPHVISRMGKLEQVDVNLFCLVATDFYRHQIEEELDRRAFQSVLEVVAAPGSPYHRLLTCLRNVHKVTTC
# * marks the source's active call; other numbers are inactive results; . = no result given; & = joins results of further samples. Rule as the data show it: active = inhibition above about 50%; inactive = the rest. Compounds as they come; about 3.7% have a hit in one of these screens.
# Each structure is followed by: Pf apPOL inh	mHTT-CaM PPI inh
1: COc1cccc2cc(C(=O)Nc3ccc(Cl)cc3Cl)c(=N)oc12
    1	-4
2: Cc1ccc(S(=O)(=O)Nc2ccc(O)c(C(C)(C)C)c2)cc1
    -1	7
3: Cc1ccc(NCN2C(=O)C3C4C=CC(C4)C3C2=O)cc1Cl (stereo not drawn)
    2	2
4: O=C1C(c2cccnc2)N(CC2CCCCC2)C(=O)CN1c1ccccc1 (stereo not drawn)
    1	2
5: COc1ccc(C)cc1NC(=O)c1cc(OC)c(OC)c(OC)c1Br
    -4	0
6: O=[N+]([O-])c1cccc(C2NCCC3(O)CCCCC23)c1 (stereo not drawn)
    0	-13
7: Cc1ccc(-c2coc3cc4oc(=O)c5c(c4cc23)CCC5)cc1
    0	-1
8: CCOc1ccccc1NS(=O)(=O)c1cc(Br)cc2c1N(C(=O)C1CC1)CC2
    -4	-1
9: CCOc1ccc2nc(NC(=O)Cc3nn(C)c(=O)c4ccccc34)sc2c1
    -7	-2
10: C=CCN1C(=O)C(C)(C)COc2ccc(NC(=O)Oc3ccccc3)cc21
    2	4
11: CC1CCN(Cc2c(O)ccc3c2OC(=Cc2ccccc2)C3=O)CC1
    -18	18
12: COc1ccc(C2=N/C(=C\c3ccccc3C(F)(F)F)C(=O)O2)c(Cl)c1
    -2	-1
13: O=C(Cc1ccc(Cl)cc1)NC1CCN(c2nnc3ccccn23)CC1
    -3	4
14: CCSc1nc(CC)c(Cc2cccc(C)c2)c(=O)n1C
    3	-26
15: Cc1[nH]nc2c1C(c1ccc(Br)cc1)CC(=O)N2 (stereo not drawn)
    0	1
16: CCOc1ccc(N)c([N+](=O)[O-])c1
    -19	22
17: CCCOc1cccc(C(=O)Nc2ccc(F)cc2)c1
    -2	-8
18: Cc1cccc(N=C2NC(=O)c3cc([N+](=O)[O-])ccc32)c1
    -4	10
19: CCc1nnc2cc(N3CCN(Cc4cccc(Cl)c4)CC3)cnn12
    1	6
20: NC(=O)COc1ccc(/C=c2\sc3nc(=O)c(Cc4ccccc4)nn3c2=O)cc1
    0	4
21: CCn1nccc1C(=O)N1CCCC2(C1)Nc1cccnc1NC2=NCc1ccccc1 (stereo not drawn)
    -5	12
22: CCOc1ccc2nc(NC(=O)c3ccc([N+](=O)[O-])cc3)sc2c1
    -2	0
23: COCCCNC(=O)c1cc2c(=O)n3cccc(C)c3nc2n(CCc2ccccc2)c1=N
    -8	1
24: Cc1ccc(-c2noc(-c3ccc(NCCCN4CCCC4)nc3)n2)cc1
    2	13
25: COC(=O)c1cc(Nc2ccc(F)cc2F)c2ccccc2n1
    0	-5
26: CN1CCc2c(sc3c2C(=O)NC(c2ccc(-c4cc(Cl)cc(Cl)c4)o2)N3)C1 (stereo not drawn)
    2	43
27: CCCNC(=O)c1cc2c(s1)CCN(C(=O)CC)C2
    0	8
28: O=C(NC1CCCC1)N1Cc2c(sc3c2CCCC3)-n2cccc2C1c1cccs1 (stereo not drawn)
    -2	18
29: Cn1c(=O)c([N+](=O)[O-])c(O)c2c(=O)n(-c3ccccc3)c(=O)n(-c3ccccc3)c21
    5	.
30: CC1=NN(c2ccc(S(N)(=O)=O)cc2)C(=O)/C1=C/c1ccc(O)cc1
    1	27
31: O=C(NCc1ccccc1)c1ccc(-c2ccsc2)nc1
    -11	-9
32: CN(C)C=C(C#N)S(=O)(=O)C(C#N)=CN(C)C
    -4	.
33: CCCOc1ccc(C(Nc2ccccn2)c2ccc3cccnc3c2O)cc1 (stereo not drawn)
    -7	97*
34: O=C(CSc1nc2[nH]ncc2c(=O)[nH]1)NCc1ccc2c(c1)OCO2
    -5	-7
35: O=C(Nc1ccc(F)c(Cl)c1)c1cc(S(=O)(=O)N2CCC3(CC2)OCCO3)ccc1F
    -1	36
36: N#CC1=C(N)Oc2n[nH]c(-c3ccc(Cl)cc3)c2C1c1ccc2c(c1)OCO2 (stereo not drawn)
    0	40
37: Cn1cc(CC(=O)NCCN2CCN(Cc3ccccc3)CC2)c2ccccc21
    -4	9
38: COc1ccc(C(=O)Nc2c3c(nn2-c2cccc(Cl)c2)CS(=O)C3)cc1 (stereo not drawn)
    0	-5
39: COc1ccccc1C1CC(c2c(-c3ccccc3)c3cc(Br)ccc3[nH]c2=O)=NO1 (stereo not drawn)
    4	15
40: COc1ccc(OC)c(NC(=O)C23CCC(C)(C(=O)C2)C3(C)C)c1 (stereo not drawn)
    -2	-2
41: Cc1ccc(NC(=O)c2cnn3c2NC(c2ccc(C)cc2)CC3C(F)(F)F)cc1 (stereo not drawn)
    5	16
42: O=C(C1CC1)N1CCN(Cc2noc(-c3cccc(F)c3)n2)CC1
    -4	11
43: COc1ccc(-c2coc3c(CN4CCCCC4)c(O)cc(C)c3c2=O)cc1
    -6&-10	-3&-6
44: O=C(CC(O)(c1ccccc1)C(F)(F)C(F)F)c1cccs1 (stereo not drawn)
    -6	-12
45: COc1cc(OC)cc(C(=O)N2CCN=C2SCc2ccccc2C)c1
    -4	-17
46: O=c1[nH]c2cnccc2n1Cc1ccccc1
    -1	0
47: Cc1ccc(N2CCN(C(=O)Cn3cc(-c4ccccc4)oc3=O)CC2)cc1
    7	0
48: COc1ccc(CNC(=O)O[C@@H]2C[C@H]3C[C@@H]2[C@H]2CCCCN2C3=O)cc1
    -6	-3
49: CC(C)C1C(=O)N(Cc2cn(Cc3ccco3)nn2)CCS(=O)(=O)N1Cc1ccc(-c2cccc(N(C)C)c2)cc1 (stereo not drawn)
    -4	65*
50: CNC(=O)C(=O)NCc1ccc(Cl)cc1
    -4	-5
51: O=C(Cn1cccn1)NCc1ccc(OCc2ccccc2)cc1
    -6	-2
52: CCOC(=O)C1=C(C)NC2=C(C(=O)CC(C)(C)C2)C1c1ccccc1 (stereo not drawn)
    4	-6
53: CCCn1cnc2c1c(=O)n(CC)c(=O)n2-c1ccc(C)cc1
    -4	1
54: CC(C)Oc1ccc(CNC(=O)C2CCN(c3nc4cccnc4s3)CC2)cc1
    -5	-4
55: O=C(O)c1cc(N2C(=O)C3C4C=CC(C5CC45)C3C2=O)ccc1Cl (stereo not drawn)
    63*	4
56: ClC(Cl)(Cl)c1nc(C(Cl)(Cl)Cl)nc(C(Cl)(Cl)Cl)n1
    -4	22
57: Cc1ccc(/C=C2\Sc3ccccc3C2=O)cc1[N+](=O)[O-]
    2	14
58: Cc1c(Cc2ccccc2)c(=O)oc2c(C)c(OCC(N)=O)ccc12
    -2	6
59: COCCCNC(=O)C1CCCN(S(=O)(=O)N2CCC(C)CC2)C1 (stereo not drawn)
    -22	-7
60: CC(C)[C@@H](COc1ccccc1)N1CCN(Cc2ccccc2)CCC1=O
    -6&4	-1&8

# (listing goes on)
# Each structure is followed by: Pf apPOL inh	mHTT-CaM PPI inh
61: C=CCn1cnc2c1c(=O)n(CC(C)C)c(=O)n2-c1ccc(Cl)cc1
    0	4
62: Cc1nnc(Nc2ccc(F)cc2)c2ccccc12
    -3	-3
63: COc1cccc(S(=O)(=O)N2CCC(c3noc(-c4ccccc4)n3)CC2)c1
    0	-4
64: Cn1c(=O)cnc2ccc(N3CCCCCC3)nc21
    -11	-36
65: Cc1[nH]nc2c1C(c1cccc(F)c1F)CC(=O)N2 (stereo not drawn)
    -1	1
66: O=c1/c(=C/c2ccncc2)sc2n1CN(c1cccc(F)c1)CN=2
    7	5
67: COc1ccc(C2C(C#N)=C(N)N(c3ccc(Br)cc3)C3=C2C(=O)CCC3)cc1 (stereo not drawn)
    -5	26
68: O=C(NCCC1=CCCCC1)c1ncn[nH]1
    -10	94*
69: COC(=O)C1=C(C(=O)OC)[C@]2([C@@H]3C/C=C\CN[C@@H](Cc4ccccc4)C(=O)N3Cc3ccccc3)C=C[C@H]1O2
    -3	25
70: Cc1nn(-c2ccccc2)nc1C(=O)Nc1nnc(Sc2ccnc3cc(Cl)ccc23)s1
    1	.
71: O=C(NCCCn1ccnc1)c1ccc([N+](=O)[O-])cc1Cl
    -10	0
72: Cn1cc2c3c(cccc31)CN(C(=O)c1ccc(Br)cc1)CC2
    -5	54*
73: CCN1c2cc(C)ccc2-n2cccc2C12CCN(C(=O)Nc1ccc(OC)cc1)CC2
    -1	56*
74: CCC(=O)N1CCc2c(nc3cc(-c4ccc(OC)cc4)[nH]n3c2=O)C1
    -2	32
75: CN(C(=O)c1coc(=O)c2ccccc12)C1CCCCC1
    9	2
76: COc1ccc(NC(=O)C(=O)NCc2ccco2)cc1Cl
    -5	2
77: CC(C)N1CCC(CNC(=O)Cc2ccc(F)cc2)CC1
    1	-10
78: O=C(CCC(=O)NC1CCCCC1)Nc1noc2ccccc12
    -6	2
79: Cc1ccc(NC(=O)N2CCC(c3nc4cccnc4n3C)C2)cc1Cl (stereo not drawn)
    -7	2
80: Cc1nnsc1C(=O)Nc1ccc(SC(F)F)cc1
    -8	-7
81: Cc1ccc(Oc2cccc(C(=O)NCCNc3ccc(Nc4cccnc4)nn3)c2)nn1
    -4	0
82: CCc1ccc(N2CC(C(=O)NCc3ccc(F)cc3)CC2=O)cc1 (stereo not drawn)
    6	2
83: COc1ccc2cc3[n+](cc2c1OC)CCc1cc2c(cc1-3)OCO2
    1	2
84: O=C(Nc1ccc(S(=O)(=O)N2CCCCC2c2cccnc2)cc1)c1c(F)cccc1F (stereo not drawn)
    -9	14
85: Cc1ccc(C(=O)n2nc(C)c(Sc3ccccc3[N+](=O)[O-])c2C)cc1
    -7	0
86: COc1cc(NC(=O)Cc2ccccc2)ccc1NC(=O)c1cc2ccccc2o1
    -5	8
87: C=CCN1C(=O)/C(=C2/SC(N3CCCCC3)=NC2=O)c2cc(Br)ccc21
    -4	52*
88: CC(=O)Nc1ccc(S(=O)(=O)Nc2ccc(S(=O)(=O)Nc3ccc(F)cc3)cc2)cc1
    2	-2
89: O=C(NCCSc1ccccc1)c1cccnc1
    -3	0
90: CSC1=NCCN1Cc1ccccc1
    0	.
91: COC(=O)c1ccc(NC(=O)c2ccc(-n3ccnc3C)nn2)cc1
    6	-12
92: CCOc1ccc(NC(=O)C2c3cc(OC)c(OC)cc3C(=O)N(C)C2c2ccccc2F)cc1 (stereo not drawn)
    -3	5
93: COCCCNC(=O)c1sc2cc3c(cc2c1Cl)OCO3
    -6	2
94: O=C(CSc1ccc([N+](=O)[O-])cn1)Nc1ccc(F)cc1F
    0	.
95: O=S(=O)(NC1CCCCC1Sc1ncccn1)c1ccccc1 (stereo not drawn)
    -6	2
96: COc1cc(C=C2C(=O)c3ccccc3C2=O)ccc1OC(C)C(=O)O (stereo not drawn)
    -14	17
97: CC(=O)NC(=O)c1cc2ccccc2oc1=Nc1cccc(C(F)(F)F)c1
    1	-3
98: CC(C)NC(=O)c1cncc(-c2ccc(Cl)cc2)c1
    -11	-4
99: O=C(c1cccs1)N1CCN(Cc2ccccc2Br)CC1
    -2	0
100: Cn1c(Cn2c3ccccc3c3ccccc32)nnc1Sc1ncccc1[N+](=O)[O-]
    -19	.
101: Cc1noc(C)c1CC(=O)N1CC2CC(NC(=O)c3ccccc3)C1C2 (stereo not drawn)
    0	1
102: Cc1[nH]c(=O)[nH]c(=O)c1S(=O)(=O)N1CCN(c2ccccn2)CC1
    -6	-11
103: CCC[C@H]1[C@@H](NC(=O)C2CCOC2)CC[C@@]23CCCN2C(=O)CCC[C@@H]13 (stereo partly drawn)
    -3	33
104: Cc1ccc(SCc2cc(=O)[nH]c(SCC(=O)Nc3ccccc3-c3ccccc3)n2)cc1
    0	44
105: O=c1sc2ccccc2c(N2CCCC2)c1[N+](=O)[O-]
    0	1
106: CCOCCCNC(=O)c1cc(Sc2ccc(OCC)cc2)nc2ccccc12
    -18	13
107: O=C(Nc1ccc2c(c1)OCO2)c1ccc(Cl)c(Cl)c1
    -9	8
108: COc1cc(C=C2C(=O)NC(=O)NC2=O)ccc1OCC(C)C
    -6	4
109: COc1ccccc1N1CCN(C(=O)C2CC2)C(C)C1=O (stereo not drawn)
    -5	-10
110: COc1ccc(C)cc1NC(=O)N1CCCC1c1ccc(C)cc1 (stereo not drawn)
    -6	-3
111: CCN1C(=O)/C(=C\c2nc3ccccc3c(=O)n2-c2ccccc2[N+](=O)[O-])c2ccccc21
    -2	56*
112: CCN(CC)CCCNCC(=O)NC1(C)C2CCC(C2)C1(C)C (stereo not drawn)
    .	-3
113: Nc1c2c(nc3c1CCC3)CCCC2
    -3	-2&-6

# From entry 98 to 113, copied from above:
# Each structure is followed by: Pf apPOL inh	mHTT-CaM PPI inh
98: CC(C)NC(=O)c1cncc(-c2ccc(Cl)cc2)c1
    -11	-4
99: O=C(c1cccs1)N1CCN(Cc2ccccc2Br)CC1
    -2	0
100: Cn1c(Cn2c3ccccc3c3ccccc32)nnc1Sc1ncccc1[N+](=O)[O-]
    -19	.
101: Cc1noc(C)c1CC(=O)N1CC2CC(NC(=O)c3ccccc3)C1C2 (stereo not drawn)
    0	1
102: Cc1[nH]c(=O)[nH]c(=O)c1S(=O)(=O)N1CCN(c2ccccn2)CC1
    -6	-11
103: CCC[C@H]1[C@@H](NC(=O)C2CCOC2)CC[C@@]23CCCN2C(=O)CCC[C@@H]13 (stereo partly drawn)
    -3	33
104: Cc1ccc(SCc2cc(=O)[nH]c(SCC(=O)Nc3ccccc3-c3ccccc3)n2)cc1
    0	44
105: O=c1sc2ccccc2c(N2CCCC2)c1[N+](=O)[O-]
    0	1
106: CCOCCCNC(=O)c1cc(Sc2ccc(OCC)cc2)nc2ccccc12
    -18	13
107: O=C(Nc1ccc2c(c1)OCO2)c1ccc(Cl)c(Cl)c1
    -9	8
108: COc1cc(C=C2C(=O)NC(=O)NC2=O)ccc1OCC(C)C
    -6	4
109: COc1ccccc1N1CCN(C(=O)C2CC2)C(C)C1=O (stereo not drawn)
    -5	-10
110: COc1ccc(C)cc1NC(=O)N1CCCC1c1ccc(C)cc1 (stereo not drawn)
    -6	-3
111: CCN1C(=O)/C(=C\c2nc3ccccc3c(=O)n2-c2ccccc2[N+](=O)[O-])c2ccccc21
    -2	56*
112: CCN(CC)CCCNCC(=O)NC1(C)C2CCC(C2)C1(C)C (stereo not drawn)
    .	-3
113: Nc1c2c(nc3c1CCC3)CCCC2
    -3	-2&-6

# Source: PubChem BioAssay (University of Kansas High Throughput Screening Laboratory)
